Bioassay records deposited in PubChem BioAssay by several laboratories.
HTR2A ag: agonists of mouse serotonin 5-HT2A receptor (HTR2A); P35363; CHO-K1 mHTR2A beta-arrestin complementation, luminescence; percent of 30 µM serotonin response; activation, % at 7.6 µM; 360,000 tested, 0.66% active; AID 624169;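 active = activation above a run cutoff, the mean activation of all tested compounds plus 3 SD, cut at about 14% in these data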;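 also: 0% = plate median of compound wells and 100% = 30 µM serotonin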
MC4R antag cAMP: blocks human MC4R cAMP signaling; MC4R-expressing cells, MTII-stimulated cAMP, LANCE TR-FRET; 360,000 tested, 0.48% active; inhibition, % at 6.5 µM; AID 540295;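 active = inhibition above its plate's cutoff, the mean of tested wells on that plate plus 3 SD, cut at about 29% in these data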;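 also: 0% = Melanotan II alone and 100% = Melanotan II plus saturating MCL0020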
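system = U2OS cells with stable human MC4R expression | also added = Melanotan II challenge after compound preincubation | dosing = one concentration, 6.5 µM nominal | incubation = compound 30 min, challenge 1 h, detection 1 h | measured by = TR-FRET with Eu-cAMP and labeled anti-cAMP, 671 nm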
NOD2 RIPK2 PPI: inhibitors of human NOD2-RIPK2 interaction. CHO BLA complementation NOD2-RIPK2, CCF4 ratio. inhibition, % at 4.98 µM. 360,000 tested, 0.38% active. AID 624267; in the data active = inhibition above about 21%;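 also: 0% = vehicle only and 100% = reference blocker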
N-glyco inh: blocks N-linked glycosylation in D54 reporter cells | 360,000 tested, 0.23% active | AID 588692 | reporter increase, % at 12.5 µM | D54 ERlucT glycosylation luciferase reporter, 24 h; percent of 100 nM tunicamycin response;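 active = mean luciferase reporter signal, scaled so untreated is 0 and the glycosylation-blocking control 100, at or above a set limit in every replicate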;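 also: luciferase carries N-glycosylation sites so blocking glycosylation raises the light; 0% = median of neutral control wells and 100% = median of 100 nM tunicamycin wells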
ABCB6 inh 2: blocks the human ABCB6 transporter; fluorescence ratio to DMSO, % at 10 µM; 360,000 tested, 0.19% active; K562-ABCB6 porphyrin accumulation, flow cytometry, 1 h; stronger effect = lower value; Q9NP58;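 active = fluorescence ratio to DMSO below 75%, the collection mean minus 3 SD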;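 also: signal is porphyrin accumulated inside mitochondria; 100% equals median channel fluorescence of DMSO control wells; lower ratio means ABCB6 inhibition with less porphyrin fluorescence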
TLR9-MyD88 block: inhibitors of human TLR9-MyD88 binding; Q9NR96+Q99836; CHO BLA complementation TLR9-MyD88, CCF4 FRET ratio; inhibition, % at 4.98 µM; 340,000 tested, 0.21% active; AID 504734;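 active = inhibition above the mean over all tested compounds plus 3 SD, cut at about 21% in these data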;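 also: 0% = DMSO only wells and 100% = clavulanate BLA inhibitor control wells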
SRC2 inh: inhibits human steroid receptor coactivator 2 | inhibition, % at 9 µM | HEK293 GAL4-SRC2 luciferase reporter, luminescence | 370,000 tested, 0.17% active | Q15596;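 active = inhibition above the mean inhibition of all tested compounds plus 3 SD, set per campaign, cut at about 52% in these data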;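 also: 0% = DMSO treated cells and 100% = cells given Gossypol at 36 µM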
MC4R ag barr: agonists of human melanocortin 4 receptor (MC4R) beta-arrestin | activation, % at 8.9 µM | 360,000 tested, 0.98% active | U2OS MC4R beta-arrestin complementation, luminescence; percent of melanotan II response, DMSO zero;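 active = activation above a per-plate cutoff, the mean activation of sample wells on that plate plus 3 SD, cut at about 8% in these data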
ABHD5-PLIN5 inh: blocks binding of human ABHD5 to perilipin-5. Split G. princeps luciferase complementation, luminescence, 4 h. 360,000 tested, 0.78% active. Q00G26+Q8WTS1. inhibition, % at 4 µM;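 active = inhibition above the mean inhibition across every tested compound plus 3 SD, cut at about 22% in these data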;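 also: 0% = DMSO only wells and the 100% control is not disclosed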
Target sequence (Q00G26 whole entry, looked up): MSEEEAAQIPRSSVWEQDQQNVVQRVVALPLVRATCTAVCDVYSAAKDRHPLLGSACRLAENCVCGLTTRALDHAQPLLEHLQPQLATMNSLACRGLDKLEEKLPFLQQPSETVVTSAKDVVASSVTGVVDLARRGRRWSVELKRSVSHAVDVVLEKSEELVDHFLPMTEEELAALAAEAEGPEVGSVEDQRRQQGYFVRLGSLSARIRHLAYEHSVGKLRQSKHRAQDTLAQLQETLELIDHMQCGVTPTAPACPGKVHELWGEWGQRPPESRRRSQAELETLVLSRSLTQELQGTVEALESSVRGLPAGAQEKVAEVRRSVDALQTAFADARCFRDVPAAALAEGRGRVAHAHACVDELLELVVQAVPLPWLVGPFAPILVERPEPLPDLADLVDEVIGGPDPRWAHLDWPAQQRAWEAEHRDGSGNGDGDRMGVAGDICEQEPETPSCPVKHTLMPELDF
Target sequence (Q8WTS1 whole entry, looked up): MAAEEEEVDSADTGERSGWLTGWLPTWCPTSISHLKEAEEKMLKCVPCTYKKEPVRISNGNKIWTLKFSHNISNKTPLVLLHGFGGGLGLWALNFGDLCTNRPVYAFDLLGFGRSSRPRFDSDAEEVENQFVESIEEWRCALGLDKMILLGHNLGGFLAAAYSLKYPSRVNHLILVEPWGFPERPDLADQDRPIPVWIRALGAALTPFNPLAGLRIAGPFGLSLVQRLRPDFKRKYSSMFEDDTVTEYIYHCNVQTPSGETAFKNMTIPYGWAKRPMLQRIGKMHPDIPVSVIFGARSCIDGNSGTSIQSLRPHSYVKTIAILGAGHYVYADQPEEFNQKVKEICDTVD
H9c2 protect: myocardial damage modulation in H9c2 cells | H9c2 cardiomyocytes, H2O2 injury protection, ATPLite, 2 h | protection from H2O2 cell death, % at 20 µM | 360,000 tested, 0.63% active | AID 588492;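 active = compounds giving at least 50% protection of heart cells from peroxide-induced death in the single-dose screen, raw or plate-pattern-corrected value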;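 also: 0% = DMSO wells with peroxide and 100% = DMSO wells without peroxide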
Numbers without * were called inactive; · = not tested or not shown.

SMILES	HTR2A ag	MC4R antag cAMP	NOD2 RIPK2 PPI	N-glyco inh	ABCB6 inh 2	TLR9-MyD88 block	SRC2 inh	MC4R ag barr	ABHD5-PLIN5 inh	H9c2 protect
COc1ccc(Cc2nnc(NC(=O)C3CC(=O)N(c4ccccc4)C3)s2)cc1OC (configuration not stated)	-9	10	3	0	82	1	4	1.1	5	1
COc1ccccc1-c1cccc([C@@H]2C[C@H]3[C@H](CON3C)CN2C(=O)CCc2ccccc2)c1	-2	3	6	1	91	-1	17	-1.3	-1	20
O=C(CCCOc1ccccc1)N1CCCCC1	-2	4	-5	-18	98	0	-6	-1.2	-2	-6
CC(C)[C@@H](C(=O)NC1CCN(Cc2ccccc2)CC1)N1C(=O)N2CCc3c([nH]c4ccccc34)[C@@]2(C)C1=O	2	8	-9	-4	101	-12	-5	-0.9	6	1
O=C(COc1ccccc1F)NCCc1ccc2c(c1)OCCO2	-1	2	1	-4	95	-5	8	-1.1	-9	-4
COc1ccc(OC)c(S(=O)(=O)NC(=O)C2(C)CCN2C(=O)CC2CCCC2)c1 (configuration not stated)	7	-6	3	1	97	·	-5	0.2	-6	3
NC(=O)c1nsc(C(=O)N(c2ccccc2F)C(C(=O)NCc2ccccc2)c2ccc(O)cc2)c1N (configuration not stated)	14	24	-6	-5	102	0	0	1.4	15	51*
CC(C)(C)OC(=O)C[C@@H]1C/C=C\C[C@H](CC(=O)N[C@@H](CO)Cc2ccccc2)C(=O)N[C@H](C(C)(C)C)COC1=O	-1	-1	1	-1	98	-1	-3	-0.7	-3	0
O=C(NCc1ccccn1)C(F)(F)C(F)(F)C(=O)NCc1ccccn1	15*	9	-2	2	91	-10	18	-1.3	-1	3
CC(C)C(NC(=O)c1ccccc1F)C(=O)Nc1nccs1 (configuration not stated)	5	1	-13	1	91	2	-24	1.5	3	1
O=C(N/N=C/c1ccccc1[N+](=O)[O-])C(=O)N1CCCC1	2	2	5	0	94	-2	-23	-3.1	1	-4
CCCN(CCC)C(=O)C1CCN(c2ccc(S(=O)(=O)N3CCOCC3)cc2[N+](=O)[O-])CC1	3	8	-6	1	97	-8	0	-2.9	-6	-1
COc1ccccc1CNC(=O)C1CCCN(S(=O)(=O)c2cnc[nH]2)C1 (configuration not stated)	6	6	7	0	99	0	-7	0.3	4	-2
COc1cc(Cl)c(C)cc1NC(=O)COC(=O)c1ccc(CN2CCCC2=O)cc1	9	5	1	4	96	-16	6	2.2	9	6
O=C(Cc1ccccc1)NNC(=S)NC(=O)c1cccs1	-7	4	2	3	99	·	2	-2.6	-8	12
COc1cc(C2NC(=O)NC(c3ccccc3)=C2C(C)=O)c(Br)c(Br)c1O (configuration not stated)	5	9	-6	-2	96	2	22	0.7	6	8
COc1ccc(C(=O)NCc2ccc(C)cc2)cc1S(=O)(=O)N1CCCC1	-10	0	1	-3	93	2	14	-1.4	4	-2
Cc1c(C(=O)NC(=S)Nc2ccccc2N2CCCC2)cccc1[N+](=O)[O-]	-4	2	-10	-3	97	-4	-7	1.8	-9	-6
CC(C)N(Cc1ccccc1)C(=O)C1CCN(c2ncnc3c2nc2n3CCCCC2)CC1	-3	6	4	6	98	-1	15	-1.6	2	15
COc1ccc(NC(=O)NNC(=O)C(C)Oc2ccc(C(C)C)cc2)c(OC)c1 (configuration not stated)	-1	18	-12	0	94	-21	3	0.9	3	-5
COc1ccccc1-c1cc(NC=O)c2ncc(-c3ccc(S(C)(=O)=O)cc3)n2c1	-1	-28	10	21	82	·	-57	1.7	7	30
CCN(CC)S(=O)(=O)c1ccc(Oc2ccccc2)cc1	-4	4	-1	0	90	-4	-10	1.5	-4	-10
O=[N+]([O-])c1cccc2c3c([nH]c12)CCCC3	4	-1	-12	-2	97	-1	-5	-0.4	-2	-3
CC1=C(C(=O)N(C(C)C)C(C)C)CC(CC(=O)NCCCN(C)C)C(=O)N1CCCN1CCCC1=O (configuration not stated)	1	·	-2	5	97	·	-9	·	-6	0
CCOc1ccc(C(C)(N)C(=O)O)cc1 (configuration not stated)	2	16	10	3	93	-9	-1	0.7	1	3
Cc1noc(C(=O)Nc2ccc(F)cc2F)c1Cl	-7	5	-10	2	104	9	-1	0.2	3	1
COc1cccc(CN2CC(C(=O)NCCc3ccc(C)s3)CCC2=O)c1 (configuration not stated)	0	-4	-4	1	94	0	12	-2.6	1	3
O=C(NCc1ccc(F)cc1)c1cc(C(=O)C2CC2)c[nH]1	-1	-2	-15	·	101	-2	-10	-2.3	0	-6
CC(C)(C)c1ccc(OCC(=O)OCCNC(=O)c2cccnc2)cc1	-1	-1	-11	2	96	3	-43	-1.4	-8	-2
COCC(C)n1c(C)cc(C(=O)COC(=O)c2cnc(Cl)c(Cl)c2)c1C (configuration not stated)	15*	13	7	3	95	-6	28	-1.8	7	-21
N=C1C(c2ccccc2)=C(O)C2CCc3ccccc3N12 (configuration not stated)	-4	7	-7	2	97	-1	-29	-1.1	1	9
CC(=O)N1N=C(c2ccncc2)CC1c1ccccc1O (configuration not stated)	3	7	4	0	104	-1	-2	-2.1	-2	0
O=C(Cn1ccc(C(F)(F)F)n1)N/N=C/c1ccc(N2CCOCC2)cc1	4	16	-11	-1	94	-9	0	0.2	1	-1
CC(C)Oc1ccc2ccccc2c1CNC[C@H]1O[C@@H](n2cnc(C(N)=O)n2)[C@H](O)[C@@H]1O	-2	5	-10	2	99	9	-6	2.1	-3	14
O=C(CCNS(=O)(=O)c1cccs1)Nc1ccccc1F	-2	-3	3	-2	92	-5	4	-0.2	-4	7
CCCC[C@@H]1CC2=C(C(=O)OC(C)(C)O2)[C@H](c2ccc(C(C)C)cc2)O1	-1	·	-4	·	121	·	9	·	-2	·
Cc1cc(C)n(CC2CC(=O)N(c3cc(Cl)cc(Cl)c3)C2=O)n1 (configuration not stated)	2	3	-6	2	100	-7	5	-0.9	-2	-3
Cc1nc(SCc2ccc(Cl)c(Cl)c2)ncc1C(=O)O	4	5	-4	2	102	1	13	7.8	10	6
COc1ccc(C(=O)NN2CC(O)=C(c3nc4ccccc4n3C)C2=N)cc1OC	2	-8	-3	0	97	-10	2	-3.4	6	-3
COc1cc(C(=O)NCC(=O)OCC(=O)c2cccc3ccccc23)cc(OC)c1OC	1	12	-4	-1	102	0	-14	-3.9	7	-2
NC(Cc1ccc(F)cc1)c1csc(Nc2nncc3ccccc23)n1 (configuration not stated)	1	3	16	-4	101	·	-10	6.9	-2	-11
CCN1CCC(n2nccc2NC(=O)c2ccccc2Cl)CC1	1	-3	-1	-2	99	-10	-8	-1.3	-2	-6
CCc1cc(=O)[nH]c(SCC(=O)N2CCOCC2)n1	10	23	6	1	100	0	-1	-1.9	3	-4
COC(=O)C1=C(C)N(Cc2ccccc2)C(=NCc2ccc3c(c2)OCO3)N[C@H]1c1ccccc1	-4	0	-18	-4	94	0	17	-0.1	8	3
COc1ccc(OCC(=O)Nc2ccc(NC(=O)c3ccco3)cc2)cc1	-2	-1	5	-1	95	4	-50	-1.7	3	-3
NC(=O)CCc1c[nH]c2ccccc12	0	2	-18	1	99	2	-11	-1.4	5	11
O=C(CCC(=O)OCC(=O)c1ccc(-c2ccccc2)cc1)Nc1cccc2cccnc12	-2	7	-4	2	92	1	-5	0.2	7	-6
CCn1c(SCC(=O)Nc2c(C)n(C)n(-c3ccccc3)c2=O)nc2c1c(=O)n(C)c(=O)n2C	-2	-1	-5	1	102	·	-35	-0.4	0	1
O=C(CSc1nnc(-c2ccccc2)o1)N1CCN(c2ccccc2)CC1	-2	-1	-2	1	94	-2	12	-0.2	-2	-1
COC(=O)[C@@]1(Cc2ccc(F)cc2)[C@@H]2[C@@H](CC(=O)[C@H]2CC(=O)C(=O)N(C)C)CN1C(=O)c1ccccc1	2	-3	-9	2	98	-2	·	0.1	5	-2

Of the compounds above, these have a tert-butyl group.
SMILES	HTR2A ag	MC4R antag cAMP	NOD2 RIPK2 PPI	N-glyco inh	ABCB6 inh 2	TLR9-MyD88 block	SRC2 inh	MC4R ag barr	ABHD5-PLIN5 inh	H9c2 protect
CC(C)(C)OC(=O)C[C@@H]1C/C=C\C[C@H](CC(=O)N[C@@H](CO)Cc2ccccc2)C(=O)N[C@H](C(C)(C)C)COC1=O	-1	-1	1	-1	98	-1	-3	-0.7	-3	0
CC(C)(C)c1ccc(OCC(=O)OCCNC(=O)c2cccnc2)cc1	-1	-1	-11	2	96	3	-43	-1.4	-8	-2

Next section:
SMILES	HTR2A ag	MC4R antag cAMP	NOD2 RIPK2 PPI	N-glyco inh	ABCB6 inh 2	TLR9-MyD88 block	SRC2 inh	MC4R ag barr	ABHD5-PLIN5 inh	H9c2 protect
CCc1nc2ccc(C(=O)N3CCN(C(=O)c4ccco4)CC3)cn2c1N(C=O)Cc1ccc(OC)cc1	3	4	9	0	93	·	13	-0.6	6	5
Cc1ccc(C(=O)CCC(=O)Nc2ccc(Cl)c(S(=O)(=O)Nc3cccc(Cl)c3)c2)cc1	-8	-3	2	-6	101	10	9	7.2	15	-4
COCCN(C(=O)CSc1nncn1-c1ccccc1)c1c(N)n(Cc2ccccc2)c(=O)[nH]c1=O	6	1	9	1	106	-1	-15	-1.8	-6	10
CCN(CC(=O)Nc1c(F)cccc1F)C(=O)CCSc1ccc(F)cc1	2	-5	-6	-1	98	0	9	-2.7	-6	-4
O=C1CSC(=S)N1N=Cc1ccc(OCc2ccccc2)cc1	-8	-2	-4	-3	97	4	-29	-0.8	-15	-6
CC(C)(C)NC(=O)NC(=O)CN1CCN(c2ccc(O)cc2)CC1	5	-3	-8	-2	89	-1	21	-1.6	8	-11
O=C(NCCc1c[nH]c2ccccc12)C(=O)c1c[nH]c2ccccc12	2	3	-19	2	90	16	14	-2.1	0	-4
O=P1(NC2CCCC2)OCC2(CO1)COP(=O)(NC1CCCC1)OC2 (configuration not stated)	4	-1	3	-1	101	-3	-10	0.8	3	-1
Cc1cccn2c(=O)c(/C=N/O)c(N3CCOCC3)nc12	4	16	-2	1	106	·	-12	-1.5	-5	-4
O=C(Nc1ccc(S(=O)(=O)N2CCCCC2)cc1)C1CCCO1 (configuration not stated)	-10	14	0	0	104	-5	-15	-1.3	-1	-6
CC(NC(=S)NCCCN1CCOCC1)C12CC3CC(CC(C3)C1)C2 (configuration not stated)	-1	2	-9	-2	104	-2	-20	0.7	5	-8
CNC(=O)C(=O)N1CCC2(CC1)OCCN2S(=O)(=O)c1ccc(C)cc1	3	3	-1	3	100	1	-16	-2.8	-5	2
COc1ccccc1C1c2[nH]c3ccccc3c2C[C@H]2C(=O)N(C3CCN(Cc4ccccc4)CC3)CC(=O)N12 (some centres not stated)	-13	8	13	-5	98	2	16	2.6	16	6
CCOC(=O)C1=C(COC(=O)CCOc2cccc(C)c2)NC(=O)NC1C (configuration not stated)	3	16	1	2	102	5	11	1.0	15	6
CCN(CC)S(=O)(=O)c1ccc(C(=O)OC2CCCCC2CN(C)C)cc1 (configuration not stated)	-4	7	-1	-4	98	0	-10	-0.6	4	5
Cc1ccc(-c2n[nH]c(=S)n2/N=C/c2ccc(C(=O)O)cc2)cc1	9	-2	-8	1	101	-9	-34	-0.9	2	-2

This is a subset, so the mix of outcomes need not match the whole.
